Screens (PubChem)
TRHR agonist: TRH receptor (human) agonism. P34981. TRHR cells, calcium flux fluo-8, FDSS agonist mode. activation, % at 2 µM. hit rate 0.18% among 360,000; in the data active = activation above about 30%; also: 0% is about no effect
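TRHR-expressing cells, plated overnight in medium with 10% serum, were loaded with fluo-8 calcium dye at room temperature. After a 10 s baseline, library compound was pin-added and calcium release was recorded kinetically (ex 480/em 530) as agonist response.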
BLM helicase inh: blocks DNA unwinding by human BLM helicase; Potency, µM (doses to about 56.1 µM), inactives show at the top dose activity change, negative = inhibition, actives largely listed as inhibitors; hit rate 0.2% among 350,000; recombinant BLM DNA unwinding, fluorescence dequenching;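 also: potency is read from the fitted curve at half-maximal effect; plate controls were vehicle for no effect and no enzyme for full effect; nearly all actives have a fitted effect of over 35% in size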
Anesthetic bind: binds horse apoferritin like a general anesthetic | P02791 | apoferritin/1-aminoanthracene competitive binding, fluorescence | Potency, µM (top dose mostly 77.5 µM), inactives show top-dose activity change, negative = displacement, hits mostly inhibitors | hit rate 0.074% among 350,000 | AID 485281; also: potency is read from the fitted curve at half-maximal effect; % is scaled to controls: 0 for no effect and ±100 for the full control effect; nearly all actives have a fitted effect of over 20% in size
Target sequence (P02791 2-175 limits assumed): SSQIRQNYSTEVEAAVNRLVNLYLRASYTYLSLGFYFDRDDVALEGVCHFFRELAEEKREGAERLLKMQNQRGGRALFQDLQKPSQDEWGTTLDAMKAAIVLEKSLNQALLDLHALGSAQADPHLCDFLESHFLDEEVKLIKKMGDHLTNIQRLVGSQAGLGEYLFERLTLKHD
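Horse-spleen apoferritin (10 uM) was mixed with 50% saturated 1-aminoanthracene in PBS, exposed to compounds for 10 min at room temperature, and read for fluorescence (ex 380 nm, em 535 nm). Competitive displacement was fitted with a four-parameter Hill equation.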
POLB inh: DNA polymerase beta (human) inhibition | P06746 | Pol beta primer extension/strand displacement, fluorescence kinetic | Potency, µM (highest dose often 114 µM), for the others: at the highest dose activity change, negative = inhibition, hits mostly inhibitors | hit rate 1.3% among 340,000; also: potency is read from the fitted curve at half-maximal effect; % is scaled to controls: 0 for no effect and ±100 for the full control effect
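Pol beta (10 nM) was preincubated with compound for 15 min at room temperature. The reaction was then started with 50 nM substrate and read immediately and after a further 10 min at room temperature.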
ERG-DNA inh: blocks human ERG Ets domain binding to DNA; P11308; fluorescence polarization, His-ERG Ets domain / labelled DNA; Potency, µM (doses to about 76.9 µM), inactives show at the top dose FP activity, negative = inhibition, most hits filed as inhibitors; hit rate 0.028% among 370,000; active = well fitted inhibition curve with a large enough effect in the polarisation, with a control signal flat; inconclusive = small, poorly fitted or top-dose-only effect, or effect the other way, or a change in a side signal; inactive = no such curve, though single readings can be large or run the other way; the % refers to the polarisation;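 also: polarization taken with two DNA probes labelled with fluorescein and Texas red; potency is read from the fitted curve at half-maximal effect; % of control where 0% means no effect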
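His-tagged ERG Ets domain (1 uM in the protein solution; 300mM KCl, 50mM Tris-HCl, 1mM EDTA, 1mM DTT, pH 7.5) received compound, then a probe mix of 5 nM fluorescein-DNA and 100nM Texas-615-DNA. Fluorescence polarization was read for both dyes.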
APEX1 inh: APE1 (human) endonuclease inhibition. P27695. Potency, µM (top dose mostly 65.8 µM), for inactives: at the top dose activity change, negative = inhibition, hits mostly inhibitors. hit rate 0.35% among 350,000. recombinant APE1, TAMRA/BHQ-2 abasic DNA cleavage fluorescence. AID 2517;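 also: potency is read from the fitted curve at half-maximal effect; plate controls were vehicle for no effect and reference inhibitor for full effect; nearly all actives have a fitted effect of over 55% in size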
Target sequence (P27695 whole entry, looked up): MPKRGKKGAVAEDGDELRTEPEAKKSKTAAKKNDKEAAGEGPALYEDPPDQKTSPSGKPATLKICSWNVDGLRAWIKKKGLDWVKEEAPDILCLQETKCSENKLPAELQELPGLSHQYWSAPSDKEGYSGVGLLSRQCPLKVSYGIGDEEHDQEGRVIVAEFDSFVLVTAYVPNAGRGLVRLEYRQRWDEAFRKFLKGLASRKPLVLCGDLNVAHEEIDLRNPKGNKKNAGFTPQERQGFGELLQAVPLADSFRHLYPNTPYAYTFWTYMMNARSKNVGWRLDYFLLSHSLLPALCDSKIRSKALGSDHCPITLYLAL
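Readout is kinetic fluorescence (ex 525, em 598 nm) from cleavage of 50 nM TAMRA/BHQ-2 THF abasic duplex by 0.75 nM APE1, compound added 15 min beforehand at RT.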
POLI inh: DNA polymerase iota (human) inhibition. Potency, µM (series often up to 115 µM), inactives show at the highest dose activity, negative = inhibition, actives largely listed as inhibitors. Pol iota fluorescent replication assay, 10 min. Q9UNA4. hit rate 1% among 390,000; also: potency is read from the fitted curve at half-maximal effect
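Fluorescent replication assay read twice, at 0 min and 10 min after adding 50 nM (final) substrate. Enzyme (10 nM) and compounds were first incubated 15 min at room temperature; enzyme-free buffer wells were negative controls.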
ALOX12 inh: blocks human arachidonate 12S-lipoxygenase. P18054. purified 12hLO, xylenol orange hydroperoxide absorbance. Potency, µM (series often up to 108 µM), for the others: top-dose activity change, negative = inhibition, usual class: inhibitors. hit rate 1.1% among 580,000. AID 1671190; also: potency is read from the fitted curve at half-maximal effect; % is scaled to controls: 0 for no effect and ±100 for the full control effect
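Hydroperoxide product was detected by ferrous iron/xylenol orange as the 573 to 405 nm absorbance ratio. Arachidonic acid at 40 uM (final) was turned over for 30 min at room temperature by 150 nM human 12hLO, pH 7.0 Hepes buffer, after 15 min compound preincubation.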
Pol kappa inh: inhibitors of human DNA polymerase kappa | AID 588579 | Potency, µM (highest dose often 107 µM), inactives show top-dose activity, negative = inhibition, most hits filed as inhibitors | Q9UBT6 | hit rate 0.53% among 400,000 | purified Pol kappa, fluorescent DNA synthesis assay, 10 min; also: potency is read from the fitted curve at half-maximal effect; % is scaled to controls: 0 for no effect and ±100 for the full control effect
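Inhibition of 10 nM Pol kappa is measured by a fluorescent read-out at 0 and 10 min following addition of 50 nM substrate (final), with a 15-min room-temperature compound preincubation.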
Starred values were filed as active, the others as inactive; i = inactive; ? = inconclusive; . = not tested or not shown; & = joins results of further samples; [ ] = remark or other dose. Unless noted, calls follow the shape of the dose curve; as a rule, active = well fitted curve in the direction sought with a large enough effect; inconclusive = small, poorly fitted or top-dose-only effect, or another doubt; inactive = no such curve, though single readings can be large; an effect the other way counts as inactive or inconclusive. An excerpt; rates above refer to the full screens.

SMILES	TRHR agonist	BLM helicase inh	Anesthetic bind	POLB inh	ERG-DNA inh	APEX1 inh	POLI inh	ALOX12 inh	Pol kappa inh
CCOC(=O)CC(SP1(=S)OCC2(CCCCC2)CO1)C(=O)OCC (stereo unspecified)	.	.	.	.	9%	.	?	-20%	-36%
Cn1c(O)c(N=Nc2ccc(S(=O)(=O)N3CCOCC3)cc2)c(=O)n(C)c1=O	-1.4	0%	-14%	-1%[57.1 µM]	-3%	4%	-20%	?	3%
COc1ccccc1CN1CCCC(C(=O)c2ccccc2OC)C1 (stereo unspecified)	-0.1	-3%	-7%	-1%	-7%	3%	-8%	-5%	-2%
Cc1cccc(OCC(=O)N2CCN(CCc3ccccn3)CC2)c1	0.8	0%	-13%	-2%	-5%	.	-7%	0%	2%
Cc1cc(N(CCCl)CCCl)ccc1/C=N/NC(=O)c1ccco1	-0.7	2%	235%[activator]	-16%	130%[activator]	-10%	16%	0%	-20%
CN(C)c1ccc(C=C2C(=O)NC(=O)NC2=O)cc1[N+](=O)[O-]	0.8	-2%	?	-5%	-9%	-4%	29%	?	-7%
CCOP(=S)(OCC)Oc1nc(Cl)c(Cl)cc1Cl	-0.6	-2%	-22%	.	12%	27%&0%&-2%	10%	-25%	15%
O=C(c1ccc(N2CCCCC2)c([N+](=O)[O-])c1)N1CCC2(CC1)OCCO2	0.0	-4%	-16%	20%	-5%	-6%	174%[activator]	-4%	-12%
S=c1nc(-c2ccccc2)n(-c2ccccc2)[nH]1	-0.1	-2%	-1%	0%	-11%	7%	77%[activator]	45µM*	-2%
C[C@]12CCC3C(CC[C@H]4C[C@H](O)CC[C@]34C)C1CC(=O)[C@@H]2O (stereo partly specified)	.	.	.	.	-6%	17%	43%[activator]	-19%	-3%
Cc1ccc(CNS(=O)(=O)c2cc3c(cc2C)N(C)CCO3)cc1	0.8&0.0	-3%&1%	?	-16%&0%	2%&6%	29%	13%&-14%	?	-2%&3%
CN1C2CCC1CC(OC(c1ccccc1)c1ccccc1N)C2 (stereo unspecified)	.	1%	.	11%[57.1 µM]	12%	2%&1%&4%	9%[58.9 µM]	-2%&-16%	-9%[60.1 µM]
CCC1CN(C)CCC1(OC(C)=O)c1ccccc1 (stereo unspecified)	0.5	3%	-2%	32%	1%	2%	14%	0%	-2%
Cc1cc(Cl)ccc1C(=O)C1CCCN(C2CCSCC2)C1 (stereo unspecified)	-0.6	-6%	?	10%	-10%	2%	-11%	-2%	1%
COC(=O)C1=C(c2ccc(C(C)=O)cc2)C[C@@H]2CC[C@H]1N2C(=O)NC1CC1	-0.3	.	.	.	16%	18%	50%	13%	5%
CC12CN3CC(C)(CN(C1)P3(=O)Oc1ccccc1)C2=O (stereo unspecified)	0.7	-2%	-9%	2%	1%	25%	7%	?	-2%
CCCSc1ccc2nc(NC(=O)OC)[nH]c2c1	-1.1	-17%	13%	5%	56%[activator]	9%	-18%&10%	21%	11%
CCOc1ccc(-n2c(O)c(C=Nc3ccc(NC(C)=O)cc3)c(=O)[nH]c2=O)cc1	0.0	-12%	9%	32%	-3%	12%	-10%	0%	2%
O=[N+]([O-])c1ccc(Cl)c([N+](=O)[O-])c1	-0.2	.	.	.	5%	4%	?	-8%	-10%&1%
O=C(OCC(=O)c1ccc([N+](=O)[O-])cc1)/C(=C\c1ccc(Cl)cc1)NC(=O)c1ccccc1	-0.4	-6%	?	4%	.	-6%	?	-9%	-18%
CCOc1ccc2cc(C#N)c(=O)oc2c1	.	2%&2%	10%&36%	.	.	-1%&2%	.	.	13%&10%[60.1 µM]
CCCCC/C(=N/O)c1c(C)[nH]c2ccccc12	1.4	-8%	-16%	-18%	-16%	-1%	35%[activator]	2%	-18%
Cc1c(C(c2ccc(Br)cc2)c2c(O)c3ccccc3oc2=O)c(=O)n(-c2ccccc2)n1C (stereo unspecified)	-0.4&-0.2	-7%&-2%	-2%&-14%	?	-5%&-11%	11%	16%&-27%	?	5%&-6%
COC(=O)C1=C(c2ccc(-c3ccccc3)c(F)c2)C[C@@H]2CC[C@H]1N2C(=O)NC1Cc2ccccc2C1	0.5	.	.	.	-3%	-5%	1%	3%	-2%
O=C(NCCc1ccccc1)c1ccc2nccnc2c1	0.1	-13%	-2%	-4%	-11%	5%	35%[activator]	-54%	-11%
SMILES	TRHR agonist	BLM helicase inh	Anesthetic bind	POLB inh	ERG-DNA inh	APEX1 inh	POLI inh	ALOX12 inh	Pol kappa inh
COC(=O)C(NC(=S)N1CC2C[C@@H](C1)Cn1c2cccc1=O)C(C)C (stereo partly specified)	-0.5	1%	12%	9%	-2%	3%	23%	0%	5%
O=c1[nH]c(=O)n(C2CCCCC2)c(O)c1C=Nc1ccc(N2CCOCC2)cc1	-0.9	0%	26%	30%	8%	1%	47%[activator]	0%	-6%
CCN(CC)CCCN=Cc1c(O)n(-c2ccccc2F)c(=O)[nH]c1=O	0.4	-1%	-18%	19%	-2%	17%	-13%	i	-10%
Cn1c(O)c(C(=Nc2ccc(F)cc2)c2ccccc2Cl)c(=O)n(C)c1=O	-0.9	-2%	5%	2%	-5%	-5%	8%[58.9 µM]	497%[activator]	-16%
COC(=O)C1=C(c2ccc(OCc3ccccc3)cc2)C[C@@H]2CC[C@H]1N2C(=O)NCc1ccccc1	0.4	.	.	.	-4%	15%	5%	4%	-1%
Cc1cccc(-n2c(-c3ccccc3)nc3ccccc3c2=O)n1	0.9	-3%	-6%	7%	3%	2%	36%[activator]	-1%	-18%
CCC1CN1P1(=O)OCC(C)([N+](=O)[O-])CO1 (stereo unspecified)	.	.	.	.	7%	.	1%	-5%	-15%
CCOc1ccc(/C=C/C(=O)C(C(N)=O)=C2SCCS2)cc1	-0.6	-8%	7%	18%	.	10%	31%[activator]	-11%	4%
Cc1ccc(-c2nn(CCC#N)cc2C(=O)O)cc1C	-0.3	1%	-1%	12%	-12%	0%	6%	-1%	-8%
COc1cccc(CSc2nc(-c3ccccc3OC)nc3c2Cc2c(CO)cnc(C)c2O3)c1	0.6	-7%	?	-1%	-2%	.	11%	4%	-6%
COc1ccc([C@H]2CC(=O)C=C(c3ccc4c5c(cccc35)CC4)C2)cc1	-0.1	.	.	.	3%	7%	34%[activator]	-20%	10%
CCOP(=O)(c1ccccc1)c1nc(-c2ccc(F)cc2)oc1N1CCCCC1 (stereo unspecified)	2.3	-4%	?	1%	3%	-3%	19%	?	-11%
Cc1ccc(N(C)C(=O)Oc2cccc3ccc(C)nc23)cc1	0.0	-4%	-19%	-1%	-3%	-3%	6%	0%	-14%
CCC(=NCCO)c1c(O)n(-c2ccc(Cl)cc2)c(=O)[nH]c1=O	-0.6	0%	-4%	-2%	-8%	-4%	66%[activator]	-10%	-12%
CCOC(=O)N1CCN(C(=O)c2ccc3c(=O)n(CCC4=CCCCC4)c(=S)[nH]c3c2)CC1	0.3	-3%	?	28%	-1%	13%	9%	5%	-9%
